# Source: PubChem
# RGS8-Gao: human RGS8-Galphao interaction regulation; multiplexed bead flow cytometry, RGS8-Galphao binding; actives lie on both sides; response (percent of control binding), % at 10 µM; actives 0.34% (n = 220,000); AID 1423; in the data active = response below about 60% or above about 140%; inactive = in between;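 note: Galphao activated as the GDP aluminium fluoride complex binding bead-coupled RGS8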
# Target sequence (P09471 whole entry, looked up): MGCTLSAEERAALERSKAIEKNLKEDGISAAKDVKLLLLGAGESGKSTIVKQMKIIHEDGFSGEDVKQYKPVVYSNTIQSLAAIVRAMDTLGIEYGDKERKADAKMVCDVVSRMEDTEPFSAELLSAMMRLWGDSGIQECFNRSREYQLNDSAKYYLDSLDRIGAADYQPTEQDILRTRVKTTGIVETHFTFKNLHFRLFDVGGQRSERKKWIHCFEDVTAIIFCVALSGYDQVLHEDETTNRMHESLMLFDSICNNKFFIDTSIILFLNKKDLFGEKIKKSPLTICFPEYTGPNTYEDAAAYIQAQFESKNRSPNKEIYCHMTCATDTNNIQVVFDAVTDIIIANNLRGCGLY
# ABCG2 block: human ABCG2 inhibition, ABCB1 as counter-screen. Q9UNQ0. IgMXP3 cells, JC-1 efflux, flow cytometry. inhibition, % at 6.6 µM. actives 0.1% (n = 190,000);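 active = inhibition above 80%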;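 note: 0% = DMSO and 100% = nicardipine control wells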
# Target sequence (Q9UNQ0 whole entry, looked up): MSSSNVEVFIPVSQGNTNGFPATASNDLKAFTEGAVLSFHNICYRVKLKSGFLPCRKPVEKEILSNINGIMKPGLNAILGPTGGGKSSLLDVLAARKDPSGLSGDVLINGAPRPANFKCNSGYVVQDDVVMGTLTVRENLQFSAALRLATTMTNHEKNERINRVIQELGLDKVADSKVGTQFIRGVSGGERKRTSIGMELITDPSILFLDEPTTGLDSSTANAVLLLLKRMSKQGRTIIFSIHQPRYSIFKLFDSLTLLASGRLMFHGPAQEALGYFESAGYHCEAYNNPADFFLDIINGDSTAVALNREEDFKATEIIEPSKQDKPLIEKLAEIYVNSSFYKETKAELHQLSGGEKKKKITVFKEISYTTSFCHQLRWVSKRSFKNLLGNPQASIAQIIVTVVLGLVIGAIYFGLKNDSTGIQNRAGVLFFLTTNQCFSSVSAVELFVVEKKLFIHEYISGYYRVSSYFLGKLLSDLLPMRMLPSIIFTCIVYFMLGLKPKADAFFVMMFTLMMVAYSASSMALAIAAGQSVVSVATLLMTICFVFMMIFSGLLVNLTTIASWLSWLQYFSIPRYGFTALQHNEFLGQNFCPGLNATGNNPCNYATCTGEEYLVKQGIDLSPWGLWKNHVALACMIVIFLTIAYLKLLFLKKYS
#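 Test system: ABCG2 IgMXP3 and barcoded ABCB1 CCRF-Adr cell mix; Schedule: cells with compound and JC-1, 10 min at 25 °C, rotating, no wash; Technique: flow cytometry of retained JC-1 fluorescence; Measure: % inhibition of efflux relative to nicardipine and DMSO; Controls: nicardipine high and DMSO low controls.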
# RGS4-Gao reg: modulates binding of RGS4 to human Galphao | Multiplexed bead flow cytometry; actives lie on both sides | binding response (% of control), % at 10 µM | actives 0.33% (n = 220,000) | AID 1415; in the data active = binding response below about 49% or above about 150%; inactive = in between;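 note: fluorescent Galphao activated with aluminum fluoride binding bead-coupled RGS4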
# GSH bead fluor: compound fluoresces at 488/530 nm on GSH beads; GSH beads flow cytometry, compound fluorescence 488/530 nm; hits give high values; fluorescence (KMESF) at 10 µM; actives 0.25% (n = 190,000); AID 1776; in the data active = fluorescence above about 89;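 note: glutathione beads carrying GST-tagged Bcl family fusion proteins plus one bare bead set; values are compound well signal with DMSO vehicle wells as background; inactives centre near 16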
# Mcl1 Noxa PPI: Mcl-1/Noxa interaction inhibition | actives 1.5% (n = 220,000) | inhibition, % at 21.7 µM | TR-FRET Mcl-1/Noxa peptide binding, 2 h;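 active = compounds that cut the protein-peptide binding signal by more than 50% relative to plate controls in a single-dose test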;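 note: His-tagged Mcl-1 with rhodamine Noxa BH3 peptide and terbium anti-His antibody; 0% = Mcl-1 plus Noxa peptide wells and 100% = peptide-only wells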
# Mcl1 Bid PPI: disrupts binding of human Mcl-1 to Bid peptide; AID 1021; Q07820; inhibition, % at 21.7 µM; actives 0.97% (n = 220,000); TR-FRET Mcl-1/Bid-Dy647 peptide binding, 1536-well;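 active = compounds that cut the binding signal by more than half at the single screening dose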;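 note: His-tagged Mcl-1 with europium anti-His antibody binding Bid BH3 peptide; 0% = Mcl-1 plus peptide wells and 100% = peptide-only wells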
# RGS7-Gao: human RGS7-Galphao interaction regulation. Multiplexed bead flow cytometry, RGS7-Galphao binding; actives lie on both sides. actives 0.35% (n = 220,000). binding response (% of control), % at 10 µM. AID 1439. P09471; in the data active = binding response below about 49% or above about 150%; inconclusive = no clear call, values can overlap the other calls; inactive = in between;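 note: fluorescent Galphao held in activated GDP-AlF4 state binding bead-coupled RGS7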
# Pf gametocyte: P. falciparum stage V gametocyte viability inhibition. inhibition, % at 10.9 µM. actives 0.065% (n = 150,000). AID 743093. P. falciparum stage V gametocytes, ATP luminescence, 24 h;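 active = inhibition above the mean plus 3 SD of compounds within the control limits, set per campaign, cut at about 38% in these data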;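 note: 0% = DMSO wells and 100% = medium only without gametocytes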
# ABCB1 block: inhibitors of human ABCB1 transporter, ABCG2 counter-screen | P08183 | CCRF-Adr cells, JC-1 efflux, flow cytometry | inhibition, % at 6.6 µM | actives 0.067% (n = 190,000); in the data active = inhibition above about 40%;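 note: 0% = vehicle and 100% = reference inhibitor; higher value means more JC-1 retained so stronger ABCB1 efflux block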
# Avidin bead fluor: compound fluoresces at 488/530 nm on avidin beads | compound fluorescence 488/530 nm, flow cytometry; hits give high values | fluorescence (KMESF) at 10 µM | actives 0.38% (n = 220,000); in the data active = fluorescence above about 47; note: inactives centre near 10
# Bim-Mcl-1: disrupts Bim peptide binding to human Mcl-1; inhibition, % at 10 µM; AID 1009; Bead-based flow cytometry, Bim peptide-Mcl-1 binding; actives 0.1% (n = 190,000); in the data active = inhibition above about 40%;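 note: 0% = no compound tracer wells and 100% = peptide blocker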
# * hit, by the source's call; ? = inconclusive; / = no result given.
# Order of results: RGS7-Gao	Mcl1 Bid PPI	Avidin bead fluor	ABCB1 block	GSH bead fluor	Bim-Mcl-1	RGS8-Gao	ABCG2 block	RGS4-Gao reg	Mcl1 Noxa PPI	Pf gametocyte
c1ccc(N2CCCCC2)c(NC2=NCCC2)c1
→ 89.0	-24.4	7	0.1	5	3.0	94.0	0.4	90.9	-3.6	/
CCCCOC(=O)Nc1nnc(CC)s1
→ 102.2	-8.1	7	0.2	14	3.0	100.2	0.9	104.1	-4.5	/
COC(=O)c1cnn(-c2ccc(Cl)cc2)c1/C=N/NC(N)=S
→ ?	-16.8	6	/	/	/	103.1	/	107.2	31.9	-1.5
CC1(C)NC(=O)N(CC(O)CN2CCCCC2)C1=O (centres undefined)
→ 97.6	-20.3	13	0.8	59	-1.0	99.8	2.9	99.5	-0.1	15.3
Nc1nnc(SCC(=O)Nc2cc(S(=O)(=O)N3CCOCC3)ccc2Cl)s1
→ ?	-12.6	14	-1.2	12	0.0	100.4	-4.4	99.8	14.3	15.9
CN(C)S(=O)(=O)c1cc(NC(=O)COC(=O)C2COc3ccccc3O2)ccc1Cl (centres undefined)
→ 98.0	-3.9	22	0.1	12	0.0	100.7	1.3	98.4	10.2	-9.8
Cc1csc2ncnc(NC3CCN(Cc4ccccc4)CC3)c12
→ ?	-9.3	3	/	/	/	96.9	/	94.2	-11.3	-11.8
O=C(Cn1nnc2ccccc2c1=O)N[C@@H](Cc1ccccc1)C(=O)O
→ ?	-12.2	8	/	/	/	102.5	/	100.8	11.2	10.1
Cc1ccc(N2C(=O)Nc3ccccc3C2(O)C(=O)N2CCN(c3ccccn3)CC2)cc1C (centres undefined)
→ 98.7	0.4	21	1.4	12	0.0	103.9	4.2	101.8	-0.1	13.1
CCOCCCNC(=O)c1cccs1
→ 101.8	-10.7	10	0.3	25	-4.0	97.2	3.7	101.5	8.0	/
Cc1n[nH]c(C)c1CCC(=O)N/N=C/c1cccs1
→ ?	-18.9	7	/	/	/	101.9	/	99.2	4.4	4.5
COC(=O)c1ccc(C#Cc2ccccc2)o1
→ ?	-15.8	3	/	/	/	99.3	/	96.9	-0.1	19.6
CC(C)COc1ccc(C(=O)NC(CC(C)C)C(=O)O)cc1 (centres undefined)
→ 96.8	-25.6	7	-0.5	14	-2.0	101.0	12.5	100.6	13.3	/
O=C(CN1CCN(Cc2ccccc2F)C1=O)NCc1ccco1
→ 94.7	-31.3	22	-0.3	36	0.0	95.4	-2.1	94.1	18.9	/
Cc1ccccc1CN1CCNC(=O)C1CC(=O)O (centres undefined)
→ 104.0	-26.4	6	2.9	26	0.0	103.1	2.1	102.5	20.5	/
CC(=O)N1CCN(c2ccc(NCc3ccc(C)cc3)cc2)CC1
→ 98.8	-10.9	5	0.1	17	0.0	98.9	-0.1	102.1	52.9*	22.0
CCOc1ccc(CCNC(=O)CSc2cc(=O)n(C)c3cc(Cl)ccc23)cc1OCC
→ 98.2	-14.7	23	0.6	11	-1.0	99.9	27.9	97.6	12.6	/
Cc1cc(CN(C)C(=O)CC2C(=O)NCCN2Cc2c(F)cccc2Cl)n[nH]1 (centres undefined)
→ 98.5	-21.9	6	0.2	17	-1.0	98.8	0.2	100.4	8.3	20.9
Cc1ccc(CNC(=O)CN(C)S(=O)(=O)c2cccs2)cc1
→ 111.8	-3.4	6	0.3	12	0.0	101.4	0.9	97.5	6.7	-8.1
Cc1nc2ccc(S(=O)(=O)NC(C(=O)Nc3nc4ccc(Cl)cc4s3)C(C)C)cc2s1 (centres undefined)
→ 101.8	6.3	5	2.4	27	-1.0	104.8	6.8	104.7	5.8	/
CCOC(=O)CC1=C(C(=O)OCC)C(c2ccc(OC)c(OC)c2)C(C#N)=C(N)O1 (centres undefined)
→ 102.6	-41.5	4	-0.5	4	-6.0	100.8	-1.1	104.5	-6.3	-22.3
Cc1ccc(OCCOCCNC(C)(C)C)c([N+](=O)[O-])c1
→ 98.2	24.9	15	-0.1	10	1.0	103.8	-0.7	98.8	17.4	/
CCN1CCN(C(CNS(=O)(=O)c2cccs2)c2cccnc2)CC1 (centres undefined)
→ ?	-14.2	7	/	/	/	99.8	/	102.5	-4.4	-3.3
COc1ccccc1N1CCN(C(=O)C2CCC(Cn3c(=S)[nH]c4ccccc4c3=O)CC2)CC1 (centres undefined)
→ 100.6	-78.3	13	1.9	64	-3.0	99.8	0.5	98.6	-9.8	12.3
O=C(CC1Sc2ccccc2NC1=O)Nc1cccnc1 (centres undefined)
→ 98.4	1.0	16	2.3	16	-3.0	99.7	7.2	98.8	14.6	15.1
CCOc1ccc(CN2CCN(C(=O)c3cccc(F)c3)CC2)cc1
→ /	65.9*	/	0.1	19	0.0	/	0.2	/	36.4	5.8
O=c1[nH]c2ccc(Br)cc2c(-c2ccccc2)c1N1CCOCC1
→ 101.0	-6.7	30	1.7	14	-3.0	102.3	8.3	100.8	-99.0	/
CC(C)CC(C(=O)NCC1CCCO1)N(C(=O)Cn1nnc(-c2ccc(F)cc2)n1)c1ccccc1F (centres undefined)
→ 102.2	-6.4	22	4.5	10	0.0	103.0	3.6	105.4	9.2	9.8
CCOC(=O)N1CCc2c(sc3nc4n(c(=O)c23)N=C(C)CS4)C1
→ 94.7	-52.6	2	0.3	54	5.0	97.7	0.6	83.5	10.9	/
c1ccc(Cn2c(NCc3ccccn3)nc3ccccc32)cc1
→ 101.2	1.4	9	1.2	17	-2.0	101.0	4.1	97.0	12.6	/
Cc1ccc(C)c(NC(=O)CS(=O)(=O)c2cn(C)c3ccccc23)c1
→ 104.9	-18.3	7	0.0	21	-5.0	107.8	-0.4	105.0	-11.1	12.4
C=CCn1c(C)cc(C2=NNC(=NCc3ccccc3)SC2)c1C
→ 98.7	-9.1	12	1.9	11	-1.0	101.9	7.8	98.3	30.8	-8.0
N#Cc1cc2c(nc1S(=O)(=O)Cc1ccccc1)CCCC2
→ ?	-4.4	11	-0.1	14	2.0	103.0	-1.7	100.9	12.0	/
COC(=O)c1ccc(-c2ccc(F)cc2)nc1C
→ 99.0	-17.2	3	0.2	19	-26.0	99.5	5.2	98.2	4.5	/
O=C1NC(c2ccccc2)=N/C1=C/c1ccco1
→ 101.3	-30.2	15	0.2	19	-5.0	100.3	1.6	100.8	16.9	-5.8
Cc1ccc2nc(-c3ccccn3)oc2c1
→ 98.7	1.4	9	0.2	15	-1.0	100.9	3.4	100.0	-9.7	17.9
C/C(=N\Nc1nc2ccccc2[nH]1)c1ccc(C)o1
→ 108.6	-95.3	4	1.1	15	3.0	136.6	22.2	109.5	-1.2	/
COc1ccc(NC(=O)CSc2nnc(-c3ccccc3)n2Cc2ccco2)cc1OC
→ 101.0	-15.7	19	0.2	19	-5.0	99.5	-0.9	99.6	3.8	/
CCc1cccc(NC(=S)N2CCC(c3ccccc3)C2)c1 (centres undefined)
→ 97.2	-9.9	6	0.7	16	0.0	101.3	24.6	101.2	10.6	0.4
Cc1ccc(-n2ncc3c(SCc4cccnc4)ncnc32)c(C)c1
→ 127.8	-9.8	25	0.7	10	-24.0	127.9	0.8	130.5	1.9	-28.9
CCN(CC)CCCN(Cc1cc2cc3c(cc2[nH]c1=O)OCO3)C(=S)NCc1ccco1
→ 99.2	-16.0	13	0.0	12	-4.0	99.7	0.1	99.2	30.2	/
CC(C)OCCCNc1ncnc2c1cnn2-c1ccccc1
→ 104.8	-11.1	21	0.2	17	-1.0	104.5	0.6	103.8	6.7	-11.5
CC/C(=N\Nc1ccc([N+](=O)[O-])cc1)c1ccccc1
→ 98.8	-21.8	24	0.6	30	0.0	101.1	3.8	101.5	8.3	/
CCn1cc(C(=O)OCc2cccc(Br)c2)c(=O)c2ccc(C)nc21
→ 101.8	20.2	11	0.7	55	-1.0	100.1	3.3	102.5	4.9	-4.4
CCNc1nc(-c2cc(C)n(Cc3ccco3)c2C)cs1
→ 96.2	-20.1	10	0.0	12	0.0	95.3	3.5	95.2	26.6	-3.0
Cc1ccc(O)c(C(=O)c2cnc3c(c2)c(-c2ccc(F)cc2)c(C#N)c(=O)n3C)c1
→ 102.5	4.3	11	0.6	11	-2.0	101.5	0.5	105.9	19.5	-0.1
O=C(Nc1cccc(O)c1)c1cc(S(=O)(=O)N2CCCC2)ccc1Cl
→ 101.6	14.5	4	0.6	39	0.0	102.2	1.4	101.8	-1.5	-1.7
CCCCN(CCCNC(=O)C1CCN(S(=O)(=O)CC)CC1)c1ccccc1
→ 98.6	-40.1	19	2.1	23	-5.0	94.5	19.3	93.7	17.8	/
CC(=O)C1C(c2ccc(C)cc2)c2c(n[nH]c2C)CC1(C)O (centres undefined)
→ 97.9	23.2	36	0.5	17	-5.0	101.4	1.7	101.0	6.6	-2.2
Cc1sc2nc(COC(=O)CNC(=O)c3ccc(C(C)(C)C)cc3)[nH]c(=O)c2c1C
→ 89.1	-17.7	12	0.6	15	-8.0	88.3	7.7	77.9	0.0	14.3
CC1=NN(C(=O)c2ccccc2-n2cccc2)C(O)(C(F)(F)F)C1 (centres undefined)
→ 94.6	-49.8	1	0.5	6	-1.0	83.6	4.2	94.2	3.8	-10.1
CC1CN(C2=NC(=O)/C(=C/c3ccncc3)S2)CC(C)O1 (centres undefined)
→ ?	-21.5	5	/	/	/	98.0	/	101.7	-18.6	-24.9
Cc1ccc(NC(=O)c2ccc(NCC3CCCO3)c([N+](=O)[O-])c2)cc1Cl (centres undefined)
→ 103.5	-30.7	25	0.2	14	-3.0	104.8	1.9	104.5	9.4	-24.7
O=C(O)c1cccc(Cn2c(Cl)c(/C=N/NC(=O)c3cc4ccccc4cc3O)sc2=O)c1
→ ?	50.1	9	/	/	/	103.0	/	99.3	87.5*	3.5
Cc1ccc(S(=O)(=O)c2c(C)cc(C)nc2N2CCCCC2)cc1
→ 92.2	-31.5	8	1.5	21	-2.0	98.6	4.3	97.9	13.2	-18.7
CCCCNC(=O)C1CCN(Cc2ccc(OCc3ccccc3)cc2)CC1
→ 94.0	29.3	7	0.3	21	2.0	100.7	1.9	99.1	35.8	/
CNC(=O)c1cc2ccc(OC)cc2oc1=O
→ 108.0	-8.0	7	0.4	5	0.0	105.0	4.4	108.7	14.1	/
CCn1cc(C2=NC(C)(C)CO2)c2ccccc21
→ 99.5	-38.8	11	0.8	41	0.0	101.7	2.4	105.0	-2.6	/

# Two records drawn at random from the list so far:
# Order of results: RGS7-Gao	Mcl1 Bid PPI	Avidin bead fluor	ABCB1 block	GSH bead fluor	Bim-Mcl-1	RGS8-Gao	ABCG2 block	RGS4-Gao reg	Mcl1 Noxa PPI	Pf gametocyte
Nc1nnc(SCC(=O)Nc2cc(S(=O)(=O)N3CCOCC3)ccc2Cl)s1
→ ?	-12.6	14	-1.2	12	0.0	100.4	-4.4	99.8	14.3	15.9
c1ccc(N2CCCCC2)c(NC2=NCCC2)c1
→ 89.0	-24.4	7	0.1	5	3.0	94.0	0.4	90.9	-3.6	/
